FBPA Giardia inh: qHTS Assay for Inhibitors of Fructose-1,6-bisphosphate Aldolase from Giardia Lamblia; A8B2U2; purified Giardia FBPA; Potency, µM (titrated, usually from 59.6 µM), for inactives: top-dose activity, negative = inhibition, hits mostly inhibitors; 0.71% of 290,000 active; AID 2451, 2010; further: potency means the concentration at half of the fitted maximal effect; on the % scale 0 is the no-effect control and ±100 the full control effect; nearly all actives have a fitted effect of over 55% in size
Target sequence (A8B2U2 whole entry, looked up): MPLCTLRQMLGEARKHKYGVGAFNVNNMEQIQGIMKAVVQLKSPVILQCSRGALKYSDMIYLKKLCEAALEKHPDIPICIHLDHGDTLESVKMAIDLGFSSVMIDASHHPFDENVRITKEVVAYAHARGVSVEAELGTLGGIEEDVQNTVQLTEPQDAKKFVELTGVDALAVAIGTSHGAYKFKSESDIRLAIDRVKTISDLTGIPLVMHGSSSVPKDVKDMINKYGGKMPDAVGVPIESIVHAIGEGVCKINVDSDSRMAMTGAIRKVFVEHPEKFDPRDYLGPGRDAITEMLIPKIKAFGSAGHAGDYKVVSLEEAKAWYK
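40 nM FBPA preincubated 10 min at RT with compound (up to 57.5 uM final), then substrate plus GAPDH/TPI/NAD/arsenate coupling and diaphorase/resazurin added. Fluorescence read after 20 min at RT, 525/598 nm.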
AmpC detergent: qHTS Inhibitors of AmpC Beta-Lactamase (assay with detergent); AmpC hydrolysis of nitrocefin, absorbance 480 nm, 0.01% Triton; Potency, µM (highest dose often 114 µM), without a hit: top-dose activity change, negative = inhibition, hits mostly inhibitors; 0.041% of 370,000 active; AID 485294, 2010;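 further: potency means the concentration at half of the fitted maximal effect; 0% = no-compound wells and -100% = no-enzyme wells; nearly all actives have a fitted effect of over 25% in size; some results filed as inactive show a strong effect at the top dose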
Target sequence (P00811 whole entry, looked up): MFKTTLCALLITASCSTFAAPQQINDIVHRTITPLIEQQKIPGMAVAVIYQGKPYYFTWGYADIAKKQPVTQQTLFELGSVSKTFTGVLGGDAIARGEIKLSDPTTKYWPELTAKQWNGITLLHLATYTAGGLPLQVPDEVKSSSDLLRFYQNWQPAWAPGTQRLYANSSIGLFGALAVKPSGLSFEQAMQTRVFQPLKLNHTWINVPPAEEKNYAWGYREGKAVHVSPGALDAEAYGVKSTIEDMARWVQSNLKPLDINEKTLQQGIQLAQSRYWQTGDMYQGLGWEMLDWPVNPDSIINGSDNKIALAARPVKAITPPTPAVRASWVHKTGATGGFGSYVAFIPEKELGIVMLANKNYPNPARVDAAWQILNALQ
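AmpC (5.3 nM in the dispensed reagent) in 20 mM phosphate pH 7.0 with 0.01% (detergent screen) or 0.0001% Triton X-100 was preincubated with compounds for 15 min at room temperature. Nitrocefin was then added from an 800 uM solution, and hydrolysis was followed at 480 nm.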
CHX counter: Cycloheximide Counterscreen for Small Molecule Inhibitors of Shiga Toxin; 12% of 300,000 active; AID 2314, 2010; max response, %; cell reporter, cycloheximide protein synthesis inhibition counterscreen; in the data active means max response mostly above about 13%, no sharp cut-off; inactive means mostly below about 14%; further: read at 38.3 µM for the half of the compounds with a filed dose; 0% is about no effect
Shiga inhibitor: A qHTS for Small Molecule Inhibitors of Shiga Toxin. Vero cells, Shiga toxin protein synthesis inhibition reporter. inhibition, % at 38.7 µM. 9.2% of 290,000 active. AID 2315, 2010; in the data active means inhibition mostly above about 28%, no sharp cut-off; inactive means mostly below about 43%; further: 0% is about no effect
AMA1 RON2 block: qHTS for Inhibitors of AMA1-RON; Towards Development of Antimalarial Drug Lead: Primary Screen; 0.2% of 360,000 active; Potency, µM (highest dose often 58.2 µM), for the others: top-dose activity change, negative = inhibition, most hits filed as inhibitors; AID 720542, 2013; AlphaScreen AMA1-biotinylated RON2 peptide binding;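 further: potency means the concentration at half of the fitted maximal effect; 0% = vehicle wells and -100% = peptide control; nearly all actives have a fitted effect of over 45% in size; some results filed as inactive show a strong effect at the top dose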
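AMA1 (3D7) with his tag at 25 nM final met compounds first, then biotinylated RON2 peptide at 25 nM; detection used donor plus acceptor beads, 10 µg/mL apiece, read by AlphaScreen after 30 min at room temperature.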
AmpC inh no detg: qHTS Inhibitors of AmpC Beta-Lactamase (assay without detergent); P00811; AmpC nitrocefin hydrolysis, absorbance 480 nm, 0.0001% Triton; Potency, µM (series often up to 57.1 µM), without a hit: at the highest dose activity change, negative = inhibition, hits mostly inhibitors; 0.52% of 330,000 active;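 further: potency means the concentration at half of the fitted maximal effect; plate controls were no compound for no effect and no enzyme for full effect; nearly all actives have a fitted effect of over 20% in size; some results filed as inactive show a strong effect at the top dose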
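20 mM phosphate pH 7.0 + 0.01% (detergent screen) or 0.0001% Triton X-100; 5.3 nM AmpC reagent; cpd preinc 15 min RT; nitrocefin (800 uM stock) to start; A480 q20 s × 4 min; Activity was normalised to no-enzyme and no-compound control wells.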
HCMV inh: qHTS Assay for inhibitors of the human cytomegalovirus (HCMV) | activity change, negative = inhibition, % at 57.5 µM | 4.5% of 410,000 active | HFF cells, HCMV-luciferase reporter, 72 h; stronger effect = lower value; in the data active means activity change below about -60%; inconclusive means no clear call, values can overlap the other calls; inactive means above about -39%; further: on the % scale 0 is the no-effect control and ±100 the full control effect
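Two-dose cell screen: HFF monolayers treated with compounds and infected with luciferase-expressing HCMV at 1 PFU/cell, 72 h at 37C, then lysed for luciferase measurement.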
* marks the source's active call; other numbers are inactive results; ? = inconclusive; · = no result given; & = joins results of further samples; [ ] = another dose, or the depositor's remark. Unless noted, the call rests on the fitted dose curve; in most records, active means well fitted curve in the direction sought with a large enough effect; inconclusive means small, poorly fitted or top-dose-only effect, or another doubt; inactive means no such curve, though single readings can be large; an effect the other way counts as inactive or inconclusive.

SMILES	FBPA Giardia inh	AmpC detergent	CHX counter	Shiga inhibitor	AMA1 RON2 block	AmpC inh no detg	HCMV inh
Cc1nc(N2CCN(C(=O)c3cccs3)CC2)c2c3c(sc2n1)CCCC3	12%	35µM*	-4	-1	-4%	48%	-21
O=C(CN1C(=O)CSc2cc(S(=O)(=O)N3CCCCCC3)ccc21)NCCc1ccccc1	14%	-10%	8	21	16%	-6%	?
COC(=O)c1sc(NC(=O)c2ccncc2)nc1C	-7%	?	5	9	10%	-12%	19
CCOc1ccc(N=C2NC(=O)SC2CC(=O)OC)cc1 (stereo not drawn)	1%	5%	-3	9	3%	-17%	-13
CCOC(=O)C1CCCN(C(=O)c2cc(S(=O)(=O)N3CCCCC3)ccc2C)C1 (stereo not drawn)	10%	3%	-1	10	-3%	79%[activator]	-35
CC(C)CNS(=O)(=O)c1ccc(CCC(=O)N2CCN(Cc3ccccc3)CC2)cc1	9%	2%	-3	-18	0%	106%[activator]	-36
COc1ccc(C(=O)NC(=S)NCc2cccnc2)cc1OC	0%	8%	-2	-9	-3%	-14%	-18
C/C(=N\NS(=O)(=O)c1ccccc1)c1cccc(NC(=O)c2cccc(Cl)c2)c1	-7%	-11%	10	20	4%	-10%	-32
COc1cc(NC(=O)CCc2nnc3ccc(N4CCC5(CC4)OCCO5)nn23)cc(OC)c1	9%	-9%	-6	5	-20%	43%	-25
CCCN1CCC(=O)N(C(CSc2ccc(OC)cc2)CC(C)C)CC1 (stereo not drawn)	10%	·	43*	53*	·	·	·
Cc1ccc(S(=O)(=O)Cc2ccc(C(=O)NCCc3ccccc3)o2)cc1	-7%	1%	1	3	8%	-10%	-35
Cc1ccc(-n2c(O)c(C=NCCCn3ccnc3)c(=O)[nH]c2=O)cc1	2%	5%	1	-4	-8%	-28%	-9
NC(N)=NC(N)=Nc1cccc(Cl)c1	2%&2%&8%	2%	-4	-6	7%	-4%	-14
CCn1c(-c2nonc2NC(=O)c2ccccc2)nc2ccccc21	1%	?	-4	-14	-10%	-16%	-1
Cc1ccc(S(=O)(=O)NCC(=O)OCc2cc(=O)oc3c(C)c(C)ccc23)cc1C	·	7%	·	·	-6%[11.6 µM]	-11%	31
N#Cc1cccc(C(=O)Nc2cc(S(=O)(=O)N3CCOCC3)ccc2N2CCCC2)c1	·	·	·	·	0%	0%	17
CN(C)CC/C=C1/c2ccccc2Sc2c(O)cc(Cl)cc21	?	-7%	-4	20	-18%	7%	-22
Cc1ccc2c(c1)N(Cc1cccc(C#N)c1)C=NS2(=O)=O	-6%	0%	-1	-4	-15%	-7%	1
CCc1ccc(N(CC(=O)NC(C)(C)C)C(=O)CNC(=O)c2cccs2)cc1	6%	?	-3	33	-6%	-7%	?
C[C@@H]1CN([C@H](C)CO)C(=O)c2cc(NC(=O)Nc3ccc(C(F)(F)F)cc3)ccc2O[C@H]1CN(C)S(=O)(=O)c1ccccc1	·	·	·	·	-5%	71%[activator]	-32
CN(C)C(=O)Oc1cccc(-c2cn3cc(Cl)ccc3n2)c1	-14%	-5%	43*	58*	-6%	-11%	-3
CCCn1nnnc1NCc1cccc(OC)c1OCC	7%	0%	-2	-32	0%	-11%	-11
Cc1cccc2sc(N(CCCN(C)C)C(=O)c3ccc(S(=O)(=O)N4CCc5ccccc5C4)cc3)nc12	-10%	0%	18	15	-6%	184%[activator]	-100*
CCn1ccnc1CN1CCCC(CO)(Cc2cccc(OC)c2)C1 (stereo not drawn)	0%	-3%	19	-2	52%[activator]	43%	17
NC(=O)OCC(O)COc1ccc(Cl)cc1 (stereo not drawn)	·	-8%	·	·	-3%	-12%	-2
O=C(Nc1cccc(-c2cn3ccccc3n2)c1)c1cnccn1	1%	?	-1	15	-5%	-8%	82
O=C(O)/C=C/C(=O)N1N=C(c2ccco2)CC1c1ccco1 (stereo not drawn)	-1%	1%	1	0	-9%	-31%	12
CC(=O)c1ccccc1NC(=O)C1C2CCC(O2)C1C(=O)O (stereo not drawn)	-4%	-4%	-3	12	·	-18%	·
COc1ccc(-c2n[nH]c(=S)n2-c2ccccc2C)cc1OC	4%	0%	-3	-7	53%[activator]	-10%	-27
COc1ccc(N2CCN(C(=O)c3ccc(CNS(=O)(=O)c4ccc(C)cc4)cc3)CC2)cc1	3%	0%	14	8	-22%	59%	?
Cc1cc(/C=C2\C(=O)NC(=O)N(c3ccc(Cl)cc3)C2=O)c(C)n1C	-7%	2%	-2	-14	13%	-27%	-13
COc1ccc(NC(=O)c2ccc(OCC3CCCO3)cc2)cc1OC (stereo not drawn)	·	4%	·	·	-1%	11%	-3
C[C@@H]1CCC(=O)N(CC[C@H](Oc2ccccc2)c2ccccc2)CC1	6%	-10%	-2	1	11%	78%[activator]	-64*
Cn1c(=O)oc2cc(S(=O)(=O)NCCc3ccccc3)ccc21	6%	?	-5	-5	0%	-30%	-26
O=C(Nc1ccc(NC(=O)C2CC2)nc1)c1cccnc1	0%	?	8	13	3%	2%	46
CSCc1cc(N2CCCC2)nc(-c2ccccc2)n1	9%	-7%	3	-11	-14%	-9%	-1
CC(=O)Nc1ccc(OCC(O)CNC2CCCC2)cc1 (stereo not drawn)	-28%	5%	-1	-9	9%	0%	23
O=C(Nn1cnc2ccccc2c1=O)c1ccccc1	-1%	5%	18	59	-2%	-12%	-15
O=C(C[n+]1ccccc1)N/N=C/c1ccccc1Cl	·	-5%	·	·	-2%	-23%	1
COc1ccc(-c2nnc(NC(=O)c3ccc(S(=O)(=O)N4CCCc5ccccc54)cc3)o2)cc1	28%	?	1	-1	160%[activator]	-46%	·

Filtered by structure: the compounds so far with a thiophene ring, fused or not (2)
SMILES	FBPA Giardia inh	AmpC detergent	CHX counter	Shiga inhibitor	AMA1 RON2 block	AmpC inh no detg	HCMV inh
Cc1nc(N2CCN(C(=O)c3cccs3)CC2)c2c3c(sc2n1)CCCC3	12%	35µM*	-4	-1	-4%	48%	-21
CCc1ccc(N(CC(=O)NC(C)(C)C)C(=O)CNC(=O)c2cccs2)cc1	6%	?	-3	33	-6%	-7%	?

Profiles as entered above:
`CCn1ccnc1CN1CCCC(CO)(Cc2cccc(OC)c2)C1` (stereo not drawn) is listed with FBPA Giardia inh = 0%; AmpC detergent = -3%; CHX counter = 19; Shiga inhibitor = -2; AMA1 RON2 block = 52%[activator]; AmpC inh no detg = 43%; HCMV inh = 17
`COc1ccc(-c2n[nH]c(=S)n2-c2ccccc2C)cc1OC` is listed with FBPA Giardia inh = 4%; AmpC detergent = 0%; CHX counter = -3; Shiga inhibitor = -7; AMA1 RON2 block = 53%[activator]; AmpC inh no detg = -10%; HCMV inh = -27

Other compounds:
SMILES	FBPA Giardia inh	AmpC detergent	CHX counter	Shiga inhibitor	AMA1 RON2 block	AmpC inh no detg	HCMV inh
CCn1c(SCC(=O)Nc2nnc(C)s2)nnc1C(C)NC(=O)c1ccccc1 (stereo not drawn)	-30%	2%	1	-8	-12%	-14%	5
O=C(Nc1ccc(-c2ccccc2)cc1)c1ccccc1	11%	-25%	-3	·	-7%	-13%	-13
COC(=O)CSc1nc2c(cnn2-c2ccc(F)cc2)c(=O)[nH]1	-25%	0%&2%	1	-4	-3%	-18%	21&-1
COc1ccc(NC2CCCN(C(=O)CSc3ccccc3)C2)cc1 (stereo not drawn)	·	0%	-3	-2	-12%	34%	-25
COc1ccc(CN2CCN(C(=O)c3ccc(CNS(=O)(=O)c4ccc(C)cc4)cc3)CC2)c(OC)c1OC	·	-1%	1	1	-3%	159%[activator]	-39
CCn1c(-c2ccc(C)cc2)nn(CC(=O)NCCc2ccccc2)c1=S	1%	-9%	-2	3	-7%	4%	-103*
COc1ccccc1N1CCN(C(=O)c2cc(N3C(=O)C4C5CCC(C5)C4C3=O)ccc2Cl)CC1 (stereo not drawn)	6%	-9%	1	3	4%	-8%	18
COc1ccccc1CNS(=O)(=O)c1ccc(-c2cnc(C3CC3)o2)cc1	·	-15%&1%	-1	-3	-3%	-9%	?
O=C(NCC1CCCN1S(=O)(=O)c1ccccc1)C(=O)NC1CC1 (stereo not drawn)	·	-13%	·	·	10%	?	-15
COc1ccc(-n2c(-c3ccc(F)cc3)cnc2SCC(=O)NCc2ccco2)cc1	-4%	-14%	49*	103*	?	24%	-9
Cc1cc(C(=O)NC2CC(C)(C)Cc3c2cnn3-c2ccccc2)n[nH]1 (stereo not drawn)	·	1%	3	-14	-15%	20%	-5
COc1ccc(/C=C2\SC(=S)N(CC(=O)Nc3nnc(C)s3)C2=O)cc1	1%	3%	-2	-10	84%[activator]	-10%	29
COc1cccc(C2CC(c3cccs3)=NN2C(=O)CSc2nc3c(cnn3-c3ccc(F)cc3)c(=O)[nH]2)c1OC (stereo not drawn)	-4%	?	0	1	9%	-21%	·
COc1cc(/C(O)=C(\C#N)c2nc3ccccc3[nH]2)cc(OC)c1OC	-28%	-11%	1	8	70%[activator]	-24%	60
CC(=O)c1ccc(OCCN2CCOCC2)cc1	-22%	-6%	4	32	-18%	-14%	-6
COC(=O)c1c(NC(=S)Nc2ccc(C(=O)N3CCOCC3)cc2)sc2c1CCC2	-24%	-13%	5	16	18%	-3%	38
COc1ccccc1NC(=O)CN1C(=O)CSC(C)C1=O (stereo not drawn)	1%	0%	-1	-5	9%	-7%	-27
CCOC(=O)c1cnc2ccc(C)cc2c1Nc1ccc(N2CCOCC2)cc1	-13%	-8%	6	-7	14µM*	61%[activator]	-13
CCCCN(C(=O)c1cccc(C)c1)c1c(N)n(CCC)c(=O)[nH]c1=O	-2%	-13%	-1	-13	3%	7%	-12
C/C(=N\NS(=O)(=O)c1ccccc1)c1ccc2c(c1)OCO2	0%	6%	12*	16	14%	-20%	-20
Cc1nc2ccc(-c3ccccc3)cc2o1	-1%	-9%	53*	63	12%	-16%	-30
CNS(=O)(=O)c1cn(CC(=O)NCc2ccc(N(C)C)cc2)cc1S(=O)(=O)NC	4%	-13%	0	-5	10%	-10%	-28
O=C(O)c1ccc2c(c1)C(=O)N([C@H](Cc1ccc(-c3ccccc3)cc1)C(=O)O)C2=O	?	?	-1	-10	·	-20%	·
CCOc1ccccc1N(CC(=O)NC1CCCCC1)C(=O)CCCC(=O)Nc1ccccn1	3%	-1%	-1	-9	3%	90%[activator]	-7
O=[N+]([O-])c1cccc(NP(=O)(Oc2ccccc2)Oc2ccccc2)c1	-5%	?	-1	21	-6%	-28%	9
O=C(COc1ccccc1)N1CCN(C(=O)Cc2ccccc2)CC1	2%	-10%	-1	-19	18%	4%	3
Cc1ccc(/C=N/NC(=O)NC23CC4CC(CC(C4)C2)C3)o1	-1%	-5%	29*	150*	-3%	-17%	-14
CC(=O)Nc1nc(CCN2C(=O)c3ccccc3C2=O)cs1	-4%	-2%	16	-3	1%	-11%	-38
COc1ccc(-c2cc3cc(OC)c(OC)cc3c(C)n2)cc1	-18%	?	34*	75*	-5%	133%[activator]	14
